Screening results as filed in PubChem BioAssay.
GalR3 antagonist – GalR3 antagonists in HEK293 cells, primary screen, cell-based, fluorescence readout. inhibition, % at 3 µM. hit rate 0.44% among 360,000. HEK293 GalR3-CNG cAMP membrane potential fluorescence; galR3 body fused to GalR1 C-terminus;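 active = inhibition above the screen-wide average plus 3 SD, cut at about 13% in these data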;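 note: forskolin and galanin both at EC90 stimulate the cells; cAMP rise reported by CNG channel membrane potential dye signal; 0% = forskolin plus galanin with DMSO and 100% = forskolin alone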
Target sequence (O60755 1-299 limits assumed): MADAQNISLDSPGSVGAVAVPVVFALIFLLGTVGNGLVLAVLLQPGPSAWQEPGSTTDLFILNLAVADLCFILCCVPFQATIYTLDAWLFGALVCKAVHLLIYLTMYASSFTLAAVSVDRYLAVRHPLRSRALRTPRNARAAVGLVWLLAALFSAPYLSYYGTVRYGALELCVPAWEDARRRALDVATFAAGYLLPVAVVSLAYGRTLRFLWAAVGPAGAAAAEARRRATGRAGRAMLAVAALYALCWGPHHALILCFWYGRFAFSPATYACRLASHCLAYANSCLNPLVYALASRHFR
V1aR counter – agonists of human V1a receptor, primary screen, counter-screen for OXTR agonist project, fluorescence, CHO-V1R cells | Vasopressin V1a receptor (Homo sapiens), P37288 | hit rate 0.25% among 320,000 | activation, % at 3 µM | Fluo-8 calcium fluorescence, agonist mode; 0% DMSO, 100% 3 nM vasopressin;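 active = activation above the mean activation of all tested compounds plus 3 SD, per screening run, cut at about 20% in these data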;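 note: signal is peak over basal fluorescence ratio across a 100 second FLIPR read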
MEKK2 WT-MEK5 – modulators of MEK5 binding to wildtype MEKK2, primary screen, biochemical, multiplex bead flow cytometry, Alexa488-MEK5 | Mitogen-activated protein kinase kinase kinase 2 (Homo sapiens), Q9Y2U5 | Alexa488-MEK5 binding to MEKK2 WT; actives lie on both sides | binding response (% of control), % at 10 µM | hit rate 1.1% among 290,000; in the data active = binding response below about 67% or above about 130%
NALP1 yeast inh – NALP1 inflammasome inhibitors in reconstituted yeast, colorimetric, S. cerevisiae, triplicate retest; S. cerevisiae NALP1/ASC/caspase-1 growth, X-gal OD620, 72 h; hit rate 0.61% among 280,000; inhibition, % at 10 µM; in the data active = inhibition mostly above about 24%, no sharp cut-off; inactive = mostly below about 32%; note: some compounds called inactive have numbers as strong as hits
MEKK2mut PB1 HTS – MEK5 binding signal on mutant MEKK2 PB1, primary screen, biochemical, multiplex bead flow cytometry, Alexa488-MEK5 | hit rate 0.35% among 290,000 | AID 1530, 2009 | percent response, % at 10 µM | Alexa488-MEK5 binding to MEKK2 mutant; in the data active = percent response above about 24%, passing the limit was not always enough; note: inactives centre near 1; some results filed as inactive read as strong as hits
M18AAP inhibitor – PfM18AAP inhibitors, malaria aminopeptidase, primary screen, biochemical, QFRET, recombinant enzyme | hit rate 1.2% among 290,000 | H-Glu-NHMec fluorogenic cleavage | inhibition, % at 7.35 µM | M18 aspartyl aminopeptidase (Plasmodium falciparum 3D7);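 active = inhibition above the campaign mean inhibition over all tested compounds plus 3 SD, cut at about 28% in these data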;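 note: 0% = plate median of test compound wells and 100% = 2 mM ZnCl2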
OXTR potentiator – human OXTR potentiators, primary screen, fluorescence, CHO-OTR cells, Fluo-8 calcium; Oxytocin receptor (Homo sapiens), P30559; Fluo-8 calcium fluorescence, potentiator mode; 0% = oxytocin EC15, 100% = EC100; AID 2445, 2010; activation, % at 3 µM; hit rate 0.061% among 320,000;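 active = activation above that plate's cutoff, the mean activation of tested compounds plus 3 SD, cut at about 6.6% in these data, passing the limit was not always enough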;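 note: 100% uses oxytocin at 75 nM as the full agonist control; some results filed as inactive read as strong as hits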
Target sequence (P30559 whole entry, looked up): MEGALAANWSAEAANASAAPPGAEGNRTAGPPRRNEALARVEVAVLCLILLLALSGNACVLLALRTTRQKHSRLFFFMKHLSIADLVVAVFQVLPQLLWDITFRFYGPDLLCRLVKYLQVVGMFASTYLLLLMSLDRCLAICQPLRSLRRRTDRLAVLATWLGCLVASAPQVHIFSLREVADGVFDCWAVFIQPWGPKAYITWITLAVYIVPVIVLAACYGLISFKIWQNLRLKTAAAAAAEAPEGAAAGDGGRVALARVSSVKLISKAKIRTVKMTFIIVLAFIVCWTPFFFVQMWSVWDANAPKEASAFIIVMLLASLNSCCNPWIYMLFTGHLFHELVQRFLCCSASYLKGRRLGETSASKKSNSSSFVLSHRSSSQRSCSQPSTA
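Replication – single well per compound, singlicate · Assay system – CHO cell line stably expressing human OTR · Timing – 6 min pre-incubation, 100 s read · Measure – normalized max/min fluorescence ratio, % activation · Doses – 3.0 µM, one dose · Detection – Fluo-8 calcium dye fluorescence · Probe or stimulus – oxytocin near EC15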
OXTR ag – human OXTR agonists, primary screen, fluorescence, CHO-OTR cells, Fluo-8 calcium; AID 2435, 2010; Oxytocin receptor (Homo sapiens), P30559; hit rate 0.32% among 320,000; Fluo-8 calcium fluorescence; normalized: DMSO 0%, oxytocin 100%; activation, % at 3 µM;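 active = activation above the mean of all tested compounds plus 3 SD, cutoff set per screening run, cut at about 20% in these data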;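 note: peak over basal fluorescence ratio from a 100 s FLIPR kinetic read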
GPR7 antagonist – GPR7 receptor antagonists, primary screen, cell-based, fluorescence, single concentration; AID 1861, 2009; hit rate 1.1% among 290,000; inhibition, % at 4.4 µM; GPR7-expressing cells, fluorescence antagonist assay; Neuropeptides B/W receptor type 1 (Homo sapiens), P48145; in the data active = inhibition above about 16%, passing the limit was not always enough;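 note: cells stimulated with the agonist NPW; 0% = agonist with vehicle and 100% = vehicle without agonist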
Target sequence (P48145 whole entry, looked up): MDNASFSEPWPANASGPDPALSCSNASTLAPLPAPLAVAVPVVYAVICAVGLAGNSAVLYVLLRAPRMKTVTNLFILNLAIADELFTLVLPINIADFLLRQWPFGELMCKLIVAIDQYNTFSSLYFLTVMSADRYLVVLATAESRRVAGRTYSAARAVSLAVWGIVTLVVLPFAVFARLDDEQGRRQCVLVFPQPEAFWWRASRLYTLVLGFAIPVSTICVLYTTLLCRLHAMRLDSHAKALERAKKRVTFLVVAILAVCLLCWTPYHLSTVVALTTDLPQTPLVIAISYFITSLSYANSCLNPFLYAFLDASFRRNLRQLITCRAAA
Starred values were filed as active, the others as inactive; x = not tested or not shown; & = joins results of further samples.

SMILES	GalR3 antagonist	V1aR counter	MEKK2 WT-MEK5	NALP1 yeast inh	MEKK2mut PB1 HTS	M18AAP inhibitor	OXTR potentiator	OXTR ag	GPR7 antagonist
CC1CCCC(C)N1C(=O)COC(=O)COc1ccccc1C#N (stereo not drawn)	-6	0.3	x	x	x	x	2	3.3	x
O=C(Nc1ccc(F)cc1)c1ccc(COc2ccccc2)cc1	-1	0.0	102	15	-1	-2	-3	0.1	-3
COc1ccc(O)c(C(=O)c2cnc3onc(C)c3c2)c1	2	0.2	98	12	-1	5	-12	1.6	9
O=C(CCSCc1cccc(Cl)c1)NCCC1=CCCCC1	-2	-0.5	101	40	0	0	-5	-1.7	1
CN(C)C(=O)CSc1nc(SCC(=O)N(C)C)n(-c2ccccc2)n1	-7	0.6	104	29	5	-14	3	0.3	-5
COc1cccc(CNC(=O)Cn2c(=O)oc3cc(S(=O)(=O)N4CCCCC4)ccc32)c1	-4	6.2	97	-1	3	2	-13	1.8	-9
Cc1ccc(C(=O)CCC2CCCC2=O)cc1 (stereo not drawn)	-1	-0.2	98	x	9	2	2	-1.0	4
Cc1cc2c(cc1S(=O)(=O)NCC(C)c1ccccc1)n(C)c(=O)c(=O)n2C (stereo not drawn)	3	0.7	97	9	0	10	-8	-0.9	-7
Cc1ccc(NC(=O)C2CCCN(S(=O)(=O)c3ccc4[nH]c(=O)ccc4c3)C2)cc1C (stereo not drawn)	2	-0.1	100	6	2	5	-8	0.1	-12
COC(=O)c1ccccc1NC(=O)CSc1nnc(-c2cccnc2)n1N	-5	1.0	99	-8	1	-2	-4	-0.9	-17
CCOC(=O)C1=C(COC(=O)C2CC(=O)N(c3ccc(C)cc3)C2)NC(=O)NC1C (stereo not drawn)	-5	-0.2	x	x	x	x	7	-0.4	x
O=C(c1ccccn1)C1CCCN(Cc2nc(Cc3cccc(F)c3)no2)C1 (stereo not drawn)	0	3.7	96	-35	-6	1	-6	3.0	-1
COC(=O)c1[nH]c2ccccc2c1NS(=O)(=O)c1ccc(F)c(C)c1	-7	4.3	95	11	-1	1	-19	0.7	-11
COCCn1c(SCC(=O)Nc2ccc(NC(=O)c3ccco3)c(OC)c2)nc2ccccc2c1=O	-8	-0.3	101	-23	1	-9	-6	-0.3	-8
CN1C(=O)CC(N2CCN(C(=O)c3ccccc3)CC2)C1=O (stereo not drawn)	-7	-0.4	x	9	x	-2	-16	-0.2	-1

Reprinted at random: three records from the list
SMILES	GalR3 antagonist	V1aR counter	MEKK2 WT-MEK5	NALP1 yeast inh	MEKK2mut PB1 HTS	M18AAP inhibitor	OXTR potentiator	OXTR ag	GPR7 antagonist
Cc1ccc(C(=O)CCC2CCCC2=O)cc1 (stereo not drawn)	-1	-0.2	98	x	9	2	2	-1.0	4
Cc1cc2c(cc1S(=O)(=O)NCC(C)c1ccccc1)n(C)c(=O)c(=O)n2C (stereo not drawn)	3	0.7	97	9	0	10	-8	-0.9	-7
COc1ccc(O)c(C(=O)c2cnc3onc(C)c3c2)c1	2	0.2	98	12	-1	5	-12	1.6	9

(listing goes on)
SMILES	GalR3 antagonist	V1aR counter	MEKK2 WT-MEK5	NALP1 yeast inh	MEKK2mut PB1 HTS	M18AAP inhibitor	OXTR potentiator	OXTR ag	GPR7 antagonist
O=C(NCCCCc1ccccc1)C12CN(Cc3ccccc3)CC1C(c1ccc([N+](=O)[O-])cc1)=NO2 (stereo not drawn)	-6	0.1	90	27	-6	-8	-10	-0.9	21
COc1ccccc1N(C)S(=O)(=O)c1ccc(C(=O)OCC(=O)Nc2cc(C)on2)cc1	-6	1.9	92	-8	-7	0	-10	0.4	-3
O=C(COc1ccc2ccccc2c1)NCCn1ccc2ccccc21	x	0.3	104	37	3	-1	-6	0.2	8
Cn1nnc(NC(=O)CSc2ncn[nH]2)n1	-6	-0.4	102	-22	3	4	-13	-0.7	-1
CN(Cc1ccc(F)cc1)C(=O)COc1ccc2ccccc2c1	-1	0.6	98	25	-3	0	-1	-0.2	-7
COc1ccc(NC(=O)Nc2ccccc2F)c(C)c1	-3	-0.1	96	-17	-3	0	-14	-0.3	-12
O=C(c1cc(COc2ccc(F)cc2Cl)on1)N1CCC(OCc2cccnc2)CC1	-2	10	106	18	6	2	-12	13	-6
COC(=O)c1ccccc1NC(=O)C1CCCN(S(=O)(=O)c2ccc(OC)cc2)C1 (stereo not drawn)	-2	3.7	111	52	8	-1	-18	2.9	-6
Cc1ccc(C)c(NC(=O)CCn2cnnn2)c1	-1	0.5	100	9	1	2	-1	0.3	-2
CC(C)c1ccc(NC(=O)CSc2nc3ccsc3c(=O)n2Cc2ccc(C(=O)O)cc2)cc1	-5	0.9	95	10	-1	2	-5	-0.4	10
O=C(CSc1nc2[nH]ncc2c(=O)n1-c1ccccc1Br)NCc1ccccc1Cl	-4	0.0	100	-3	5	20	-13	0.7	4
CC1=C(C)CS(=O)N(S(=O)(=O)c2ccc(Cl)cc2)C1 (stereo not drawn)	-5	6.2	106	2	7	8	-7	2.1	2
CC1Cc2cc(S(=O)(=O)N3CCN(c4ccc(Cl)cc4)CC3)ccc2N1C(=O)C1CC1 (stereo not drawn)	-2	0.0	93	10	-6	-7	-10	-1.4	-4
Cc1ccccc1OCC(=O)Nc1nnc(C2CCCCC2)s1	-3	-0.3	95	18	-5	-13	-7	-1.3	-8
CCNC(=O)COc1cc(C)c(Cl)c(C)c1	8	2.7	103	20	1	3	-8	2.5	-2
O=C(NCC(=O)N(c1cccc(F)c1)C(C(=O)NC1CCCC1)c1ccncc1)c1ccco1 (stereo not drawn)	-4	0.8	106	1	8	-11	-10	0.9	4
O=C(CN1CCCc2ccccc21)Nc1ccc(F)cc1[N+](=O)[O-]	-4	-1.4	90	0	-7	1	-9	-0.2	-9
Cc1nnc(NC(=O)c2cc(-c3ccncc3)nc3c(C)cccc23)s1	-4	-1.1	105	4	4	-6	15*	-1.0	-15
CC(=O)N1CCc2cc(S(=O)(=O)NC(CC(C)C)C(=O)Nc3cc(C)ccn3)ccc21 (stereo not drawn)	1	-1.0	103	4	6	-4	-11	-1.8	1
Cc1ccc(S(=O)(=O)N[C@@H](C)C(=O)N2CCC(C(=O)N3CCC[C@H]3C(=O)O)CC2)cc1	-1	0.1	103&78	-22	-1&-32	1	-7	0.8	-6
c1ccc(-c2nnc3sc(CN4CCC5(CC4)OCCO5)cn23)cc1	-3	0.7	101	-8	8	-2	-1	1.2	-4
O=C(O)c1cc2c(s1)-c1ccccc1CC2	-8	0.8	98	14	-1	-5	-3	2.0	-5
CCCC(=O)Nc1ccc2c(c1)nc(CN1CCCC1)n2C	-2	0.3	96	5	-4	-2	-15	1.0	13
COc1ccc(Nc2nc3c(C)cccc3cc2C#N)cc1	-4	-0.3	91	5	-10	0	3	-0.5	-8
CCOc1cc(CN2CCN(C(=O)CC(C)C)CC2)ccc1OC	-1	1.0	103	17	2	21	-6	-0.8	-4
CC(SCc1ccccc1)C(=O)NCc1ccccn1 (stereo not drawn)	0	x	103	-2	4	2	x	x	-12
Cn1nccc1C(=O)N1CCCC(C(=O)c2ccc(C(F)(F)F)cc2)C1 (stereo not drawn)	-8	7.5	99	-1	3	0	-3	4.6	2
c1ccc2cc(-c3csnn3)ccc2c1	0	-1.1	109	7	7	4	-3	-2.5	-12
CCOc1cc(C(=O)NC(CC(=O)O)c2ccc(OC3CCCC3)cc2)cc(OCC)c1OCC (stereo not drawn)	2	0.6	107	3	6	0	2	0.7	0
CCCc1c(C)nc2c(OC)cccc2c1SCC(=O)O	-5	0.3	94	-4	-5	4	-4	1.4	-7
COc1ccccc1C(=O)Nn1cnnc1	-8	0.5	108	-25	6	18	-8	0.1	-10
C/C=C/C(=O)OCC(=O)Nc1cc([N+](=O)[O-])ccc1Cl	9	-0.7	98	25	-1	-3	4	-0.2	-3
O=[N+]([O-])c1ccccc1N/N=C/c1cc2ccccc2nc1Cl	-5	0.7	101	-2	7	-3	-4	1.2	-8
N#CC1=C(N)OC2=C(CCc3ccccc32)C1c1ccccc1Cl (stereo not drawn)	-4	1.8	105	11	1	4	-4	-1.0	0
CC(=O)Nc1ccccc1Sc1ccc2c3c(cccc13)C(=O)N(c1ccc(C)cc1)C2=O	8	0.0	86	10	-2	7	-1	-0.8	-4
COc1ccc(-c2ccc(=O)n(Cc3ccccc3)n2)cc1	-2	7.5	108	-24	3	-3	-6	5.0	-8
Cc1ccc(NC2CCCN(C(=O)CSc3ccncc3)C2)cc1C (stereo not drawn)	-1	x	109	4	4	0	x	x	-6
COC(=O)Nc1nnc(-c2ccncc2)s1	-6	-0.9	103	-4	8	2	-2	-0.3	-2
CS(=O)(=O)N1CCN(c2ccccc2NC(=O)c2ccco2)CC1	-3	0.1	104	9	3	-7	6	0.2	-8
CCN1C(=O)/C(=C/N(C)c2ccccc2)OC1=S	0	1.3	96	26	0	-7	-7	0.3	-5
COc1ccc(NC(=O)c2onc(C)c2Cl)cc1OC	-2	-0.3	108	37	0	1	1	0.0	-10
O=C(Nc1cc(SCCO)cc([N+](=O)[O-])c1)c1ccc(Br)o1	-3	2.6	104	28	-1	10	-17	2.3	3
O=C(c1ccccc1)c1ccc(N2CCOCC2)c(NC(=O)c2ccco2)c1	-2	0.8	98	-54	2	2	-11	-1.6	1
O=C(COC(=O)c1ccc[nH]c1=O)c1ccc(Cl)s1	-2	1.2	104	2	-3	-4	-9	1.0	-11
Cc1noc(C)c1CNCc1ccccc1	-1	1.2	101	22	-10	-4	-7	0.9	19
Cc1cc(NC(=O)c2ccc([N+](=O)[O-])cc2Cl)ccc1NC(=O)c1ccco1	2	1.2	94	30	-1	-6	-8	0.5	6
O=C(OCC(=O)N1CCc2ccccc2C1)c1ccc(Cl)c([N+](=O)[O-])c1	-8	0.6	x	x	x	x	-5	-0.7	x
CC(=O)c1ccc(NC(=O)CCNC(=O)c2ccccc2Cl)cc1	-9	0.2	99	23	2	2	-2	0.3	-20
COc1ccc(N2CC(C(=O)N3CCN(c4ccccc4)CC3)CC2=O)cc1 (stereo not drawn)	-2	0.0	103	-2	0	0	10	0.2	-14
Cc1cc(C(=O)CSc2nnc(-c3ccc4c(c3)OCO4)o2)c(C)n1-c1ccc(F)cc1	-6	1.1	103	10	2	-9	-1	0.9	-1
C[C@H](CO)N1C[C@H](C)[C@@H](CN(C)C(=O)NC2CCCCC2)Oc2c(NS(=O)(=O)c3cccs3)cccc2C1=O	-4	2.9	x	x	x	x	10	1.1	x
CCCCOc1ccc(C(=O)Nc2cccc(-n3cnnn3)c2)cc1OC	-10	3.8	103	2	1	-3	-6	0.0	-8
